Assay outcomes (PubChem BioAssay)
PME-1 inh: blocks human protein phosphatase methylesterase 1 | actives 0.53% (n = 320,000) | inhibition, % at 5.9 µM | recombinant PME-1, FP-Rh probe fluorescence polarization;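 active = inhibition above the campaign mean of all compounds plus 3 SD, cut at about 26% in these data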;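 also: competitive labeling of PME-1 active site by serine hydrolase directed probe; 0% = PME-1 with DMSO and 100% = wells lacking PME-1 enzyme; inhibitors block probe labeling so polarization falls and inhibition rises; many of its hits are not listed in these tables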
Target sequence (Q9Y570 whole entry, looked up): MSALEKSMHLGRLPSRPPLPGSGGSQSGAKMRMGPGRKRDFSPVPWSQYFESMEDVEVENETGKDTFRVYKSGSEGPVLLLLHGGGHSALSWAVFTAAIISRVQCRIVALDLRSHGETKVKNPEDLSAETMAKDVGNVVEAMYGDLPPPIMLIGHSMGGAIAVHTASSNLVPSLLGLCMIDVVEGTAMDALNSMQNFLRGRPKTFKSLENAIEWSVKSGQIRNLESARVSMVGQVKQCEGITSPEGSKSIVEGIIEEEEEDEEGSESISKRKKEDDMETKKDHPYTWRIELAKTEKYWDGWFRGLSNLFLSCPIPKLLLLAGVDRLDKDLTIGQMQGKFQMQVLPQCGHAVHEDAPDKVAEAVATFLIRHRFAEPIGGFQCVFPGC
pPAFAH inh: pPAFAH (human) enzyme inhibition. Q13093. recombinant pPAFAH, FP-rhodamine probe fluorescence polarization. inhibition, % at 3.39 µM. actives 1.5% (n = 330,000). AID 463082;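 active = inhibition above the mean inhibition across the screen plus 3 SD, cut at about 25% in these data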;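 also: inhibitors block binding of the rhodamine activity-based probe so polarization drops; 0% = enzyme with DMSO and 100% = wells lacking pPAFAH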
Target sequence (Q13093 whole entry, looked up): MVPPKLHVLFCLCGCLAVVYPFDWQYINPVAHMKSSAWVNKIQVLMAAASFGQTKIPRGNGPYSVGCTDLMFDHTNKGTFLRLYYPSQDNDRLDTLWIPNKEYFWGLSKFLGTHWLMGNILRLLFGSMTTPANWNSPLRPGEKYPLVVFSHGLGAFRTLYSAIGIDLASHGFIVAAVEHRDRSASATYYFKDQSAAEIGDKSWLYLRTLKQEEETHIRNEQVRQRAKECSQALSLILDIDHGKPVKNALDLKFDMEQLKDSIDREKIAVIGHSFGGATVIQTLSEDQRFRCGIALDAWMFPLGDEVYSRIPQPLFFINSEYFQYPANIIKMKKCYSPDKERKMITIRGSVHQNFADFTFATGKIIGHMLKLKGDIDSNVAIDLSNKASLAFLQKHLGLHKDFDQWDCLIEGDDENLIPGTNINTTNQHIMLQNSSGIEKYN
GSTO1 counter: blocks human GSTO1 in RBBP9 counter-screen; P78417; recombinant GSTO1, activity-based probe fluorescence polarization; inhibition, % at 5.96 µM; actives 1.1% (n = 300,000); AID 1974;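 active = inhibition above the campaign mean inhibition plus 3 SD, cut at about 35% in these data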;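 also: 0% = GSTO1-1 with DMSO and 100% = wells lacking GSTO1-1 enzyme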
PAD4 FP inh: blocks human protein arginine deiminase 4 | Q9UM07 | recombinant PAD4, RCA probe fluorescence polarization | inhibition, % at 6.36 µM | actives 0.41% (n = 330,000) | AID 485272;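 active = percent inhibition above a cutoff equal to the mean of all tested compounds plus 3 SD, cut at about 15% in these data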;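 also: 0% = PAD4 with RCA probe and DMSO and 100% = probe without PAD4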
LYPLA2 inh: counter-screen for PME1 inhibitors: inhibitors of human LYPLA2; actives 0.38% (n = 320,000); O95372; recombinant LYPLA2, FP-Rh probe fluorescence polarization; inhibition, % at 5.9 µM; AID 2177;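 active = inhibition above the screen-wide mean plus 3 SD, limit set per campaign, cut at about 26% in these data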;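 also: 0% = LYPLA2 with DMSO and 100% = wells lacking LYPLA2 enzyme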
LYPLA1 inh: LYPLA1 (human) inhibition in PME1 counter-screen; recombinant LYPLA1, FP-Rh probe fluorescence polarization; inhibition, % at 5.9 µM; actives 0.16% (n = 320,000);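 active = inhibition above the mean of all tested compounds plus 3 SD, set per campaign, cut at about 14% in these data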;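 also: inhibitors block serine hydrolase probe labeling of LYPLA1 so polarization falls; 0% = enzyme with DMSO and 100% = wells lacking LYPLA1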
PAFAH1B3 inh: inhibitors of human PAFAH1B3. Q15102. recombinant PAFAH1B3, FP-rhodamine probe, fluorescence polarization. inhibition, % at 3.39 µM. actives 0.28% (n = 340,000). AID 492972;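 active = inhibition above the screen-wide average of all tested compounds plus 3 SD, cut at about 25% in these data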;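 also: 0% = enzyme with DMSO only and 100% = wells lacking PAFAH1B3 protein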
Target sequence (Q15102 whole entry, looked up): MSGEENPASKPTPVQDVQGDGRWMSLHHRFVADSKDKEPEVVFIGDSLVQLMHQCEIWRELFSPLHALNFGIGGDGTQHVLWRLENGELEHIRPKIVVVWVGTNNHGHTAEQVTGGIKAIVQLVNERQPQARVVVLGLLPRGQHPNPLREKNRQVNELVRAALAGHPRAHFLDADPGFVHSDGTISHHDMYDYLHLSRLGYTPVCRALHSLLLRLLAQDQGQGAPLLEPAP
PAFAH1B2 FP inh: PAFAH1B2 (human) inhibition. P68402. recombinant PAFAH1B2, FP-rhodamine activity probe, fluorescence polarization. inhibition, % at 3.39 µM. actives 1.2% (n = 340,000). AID 492953;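 active = inhibition above the mean of all tested compounds plus 3 SD, cut at about 24% in these data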;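 also: 0% = enzyme with DMSO and 100% = wells lacking PAFAH1B2; many of its hits are not listed in these tables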
PREPL inh: human PREPL enzyme inhibition. inhibition, % at 5.96 µM. recombinant PREPL, fluorescence polarization activity-based probe. Q4J6C6. actives 0.68% (n = 320,000); in the data active = inhibition above about 43%;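 also: 0% = enzyme with DMSO and 100% = wells lacking enzyme; many of its hits are not listed in these tables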
Active calls of the source: *; / = no result given. Some of the compounds tested. The share of hits here may be higher or lower than overall.

compound | PREPL inh | GSTO1 counter | PAFAH1B2 FP inh | pPAFAH inh | PAD4 FP inh | LYPLA2 inh | PAFAH1B3 inh | PME-1 inh | LYPLA1 inh
C=CCOc1ccc(C[C@H](N)C(=O)NC[C@H]2O[C@@H](n3cnc4c(N)ncnc43)[C@H](O)[C@@H]2O)cc1 | / | / | 0 | 1 | 2 | / | -3 | / | /
O=C(CCCn1cncn1)N1CCCC(N2CCN(c3ccccc3F)CC2)C1 (stereo unspecified) | 9 | 9 | -1 | 3 | -3 | 4 | 17 | 5 | 0
Cc1cc(C)cc(-n2c(N)c(C(=O)Nc3c(C)n(C)n(-c4ccccc4)c3=O)c3nc4ccccc4nc32)c1 | 6 | 6 | 2 | -3 | -3 | -12 | 12 | -1 | -5
COc1cccc(C(=O)Nc2ccc(NC(C)=O)cc2)c1 | 9 | 1 | -2 | 0 | 1 | -8 | 0 | 3 | -1
COc1cc(Cl)c(CNC[C@H]2O[C@@H](n3cnc4c(N)ncnc43)[C@H](O)[C@@H]2O)c(Cl)c1O | / | / | 1 | -2 | -3 | / | 4 | / | /
CC(=O)Nc1ccc(S(=O)(=O)N(C)CC(=O)OCC(=O)N(C)C2CCS(=O)(=O)C2)cc1 (stereo unspecified) | 15 | -2 | -5 | -11 | -4 | -3 | -4 | 7 | 2
CC1CC(C)(C)NC(=S)N1CC(=O)NCc1ccccc1Cl (stereo unspecified) | 5 | 0 | 1 | -3 | -2 | 3 | 5 | 0 | 3
Cc1ccc(C)c(N2N=C(C(=O)Nc3nccs3)CCC2=O)c1 | 12 | 0 | 2 | -2 | 3 | 10 | 4 | 3 | 3
O=C(CCC(=O)Nc1ccccc1Cl)NNC(=O)c1ccccc1[N+](=O)[O-] | 9 | 12 | 3 | 1 | -1 | 4 | 10 | -4 | 2
O=C(NC(=S)Nc1cccnc1)c1cccc(Br)c1 | 0 | 5 | 8 | -3 | 6 | -1 | 7 | -8 | -2
Cc1ccc(C(C)(C)C)cc1S(=O)(=O)N1CC(=O)Nc2ccccc21 | -5 | 0 | 14 | 1 | -2 | -5 | 0 | 3 | -6
Cc1cc(C(=O)N/N=C/c2c(CO)cnc(C)c2O)c2ccccc2n1 | 19 | 2 | 6 | 4 | -2 | 6 | 7 | -3 | 1
CC(C)(CN1CCc2ccccc2C1)NS(=O)(=O)c1ccccc1 | -18 | -3 | 5 | 6 | 0 | 5 | 8 | 2 | 2
CCCCc1nc(NCCO)c(C#N)c2c1CCCC2 | 13 | -16 | 2 | 21 | -11 | -1 | 4 | -4 | 0
Cc1[nH]c2ccccc2c1[C@H]1[C@@H](CC#N)C1(C)C | -1 | 6 | 4 | 5 | -1 | 1 | 5 | 3 | -2
C=CCN(c1ccc(C(=O)NC(C)C)cc1)S(C)(=O)=O | 10 | 5 | 10 | 10 | 0 | 3 | 6 | -1 | 0
CC(=O)N1CCN(S(=O)(=O)c2ccc(C)cc2)C1C(C)C (stereo unspecified) | 4 | 2 | 5 | 8 | 1 | -1 | 5 | 4 | -1
CN1CCN(C(=O)Nc2cccc3ccccc23)CC1 | -2 | -2 | 0 | -3 | -2 | -1 | 3 | 2 | 1
CN(C)c1ccc(C(=O)NCc2ccc3c(c2)OCO3)cc1 | -1 | 3 | 2 | 5 | -1 | -3 | 6 | -1 | -1
CCN1CCN(c2ccc(S(=O)(=O)N3CCOCC3)cc2NC(=O)c2ccccc2SC)CC1 | -5 | -11 | 5 | 4 | 0 | 0 | 4 | -2 | 4
CCS(=O)(=O)Nc1ccc(C2=NN(S(C)(=O)=O)C(c3cccs3)C2)cc1 (stereo unspecified) | -2 | 3 | 3 | -4 | 2 | 5 | 2 | 5 | 0
CC(NS(=O)(=O)c1ccc2c(c1)CC(=O)N2C)c1ccccc1 (stereo unspecified) | 12 | 2 | 5 | -1 | -5 | -5 | 2 | -1 | -2
CC(C)c1nc(CNC(=O)CCc2nnc(-c3ccsc3)o2)cs1 | 15 | -2 | 5 | -2 | -2 | -5 | 2 | 1 | -4
CC(=O)c1nn(-c2ccc(Cl)cc2)cc1C(=O)c1ccccc1 | 4 | 6 | 5 | 1 | 7 | -3 | -2 | 0 | 1
COc1cc(SC)ccc1C(=O)Nc1nc(C)cs1 | -1 | -7 | 1 | -2 | 0 | 7 | 5 | -26 | -3
CC(C)CCNC(=O)CNC(=S)N(CCCN1CCOCC1)Cc1cccs1 | -2 | -8 | 4 | 2 | -2 | 4 | 8 | 1 | 3
CCOc1ccc(CNS(=O)(=O)c2cc(-c3cc(C)no3)ccc2OC)cc1OC | 3 | 0 | 2 | 2 | 0 | -7 | -2 | 2 | -4
Cc1ccccc1Cn1cc(NC(=O)c2nc3ncccn3n2)cn1 | 14 | 5 | 3 | 8 | 7 | 1 | -7 | 1 | -1
O=C(Nc1ccc(S(=O)(=O)NCc2ccco2)cc1)C1CCCCC1 | 11 | 4 | 4 | -4 | -2 | -1 | 3 | 6 | -1
CCC(C)NC(=O)COC(=O)Cc1sc(N)nc1-c1ccc(C)cc1 (stereo unspecified) | -10 | 2 | -2 | -9 | -1 | 1 | 3 | -1 | 0

Another view of some results above:
> Cc1ccccc1Cn1cc(NC(=O)c2nc3ncccn3n2)cn1
  PREPL inh = 14
  GSTO1 counter = 5
  PAFAH1B2 FP inh = 3
  pPAFAH inh = 8
  PAD4 FP inh = 7
  LYPLA2 inh = 1
  PAFAH1B3 inh = -7
  PME-1 inh = 1
  LYPLA1 inh = -1
> O=C(Nc1ccc(S(=O)(=O)NCc2ccco2)cc1)C1CCCCC1
  PREPL inh = 11
  GSTO1 counter = 4
  PAFAH1B2 FP inh = 4
  pPAFAH inh = -4
  PAD4 FP inh = -2
  LYPLA2 inh = -1
  PAFAH1B3 inh = 3
  PME-1 inh = 6
  LYPLA1 inh = -1

Continuation.
compound | PREPL inh | GSTO1 counter | PAFAH1B2 FP inh | pPAFAH inh | PAD4 FP inh | LYPLA2 inh | PAFAH1B3 inh | PME-1 inh | LYPLA1 inh
COc1ccc(C(=O)NCCc2nnc3ccc(SCC(=O)Nc4ccccc4F)nn23)cc1 | -3 | 0 | 3 | 3 | 0 | 3 | 1 | 6 | 1
CCCCn1c(SCC(=O)c2ccc(O)cc2O)nc2cc(S(N)(=O)=O)ccc21 | 10 | 14 | -1 | 8 | -4 | 0 | 12 | 2 | -3
Cc1nn(S(=O)(=O)c2ccc(F)cc2)c(C)c1S(=O)(=O)N1CCCCC1 | 4 | -4 | 0 | 6 | 1 | -3 | -3 | -6 | 0
CCn1nc(NS(=O)(=O)c2ccccc2[N+](=O)[O-])c2cc3cccc(C)c3nc21 | 2 | 1 | 7 | 17 | 0 | -4 | 8 | 16 | -1
COc1ccc(/C=C/C(=O)Nc2cc(F)ccc2C)cc1S(=O)(=O)N1CCOCC1 | 4 | 8 | 4 | 1 | 1 | 3 | 6 | -2 | -3
Cc1ccc2nc(-c3cccc(S(=O)(=O)N(C)C)c3)cn2c1 | -1 | -15 | 1 | 7 | 10 | 1 | 0 | 3 | -2
O=C(O)CCCNS(=O)(=O)c1ccc(Br)s1 | -3 | 2 | 10 | 1 | 1 | -1 | 2 | -9 | -2
CCN1C(=O)[C@H]2[C@@H](c3ccc(SC4CCCCC4)cc3)N[C@@](CC(C)C)(C(=O)OC)[C@H]2C1=O | -1 | -3 | -1 | 5 | -1 | 0 | 11 | -1 | 0
C/C(=N\NC(=O)CCC(=O)O)c1c(-c2ccccc2)c2cc(Br)ccc2[nH]c1=O | 0 | 3 | 2 | 1 | 1 | -3 | 4 | -4 | 1
CCOC(=O)[C@@H]1[C@H]2COc3ccc(Br)cc3[C@@H]2N2C(=O)N(c3cccc(F)c3)C(=O)[C@@]12C | -9 | 2 | 5 | -2 | 2 | 0 | 2 | 0 | 1
CC1=CC(c2ccccc2)NC(=S)N1 (stereo unspecified) | 15 | 1 | 6 | 3 | 2 | 10 | -5 | -5 | 3
C/C(=N\NC(=O)c1c(Cl)c(C)nn1C)c1cccc(NC(=O)COc2ccc(Cl)cc2)c1 | 8 | 7 | 3 | 1 | 5 | -3 | 7 | -13 | -4
C/C(=N\N1CCN(C2c3ccccc3-c3ccccc32)CC1)c1cccnc1 | -21 | -12 | 4 | 0 | -1 | -1 | -7 | -3 | -1
C/C(=N\NC(=O)c1ccc(N2CCCC2=O)cc1)c1ccncc1 | 5 | 3 | 5 | 2 | 2 | 6 | 1 | 3 | -1
O=C(NNC(=O)c1cccnc1)Nc1cccc2ccccc12 | -1 | -4 | 2 | 0 | -2 | 7 | 8 | -3 | 2
COc1ccc(NC(=O)CCS(=O)(=O)c2ccc3nc(C)sc3c2)cc1OC | 23 | 5 | 1 | 2 | 6 | 4 | 6 | 5 | -2
Fc1ccc(N2CCN(c3ccc4c(C(F)(F)F)cc(C(F)(F)F)nc4n3)CC2)cc1 | 15 | -4 | 16 | -4 | 1 | 3 | 3 | -4 | -3
O=C(NCc1nc(-c2ccccc2)no1)c1cccs1 | -7 | 2 | 2 | -2 | -2 | -2 | -2 | 0 | 3
O=C(NC(=S)Nc1ccc2c(c1)OCO2)c1ccc(Cl)cc1 | 1 | 3 | -4 | 3 | 0 | -4 | 7 | 4 | -1
CCn1nc(C)cc1C(=O)Sc1ccc(C)cc1 | -4 | 8 | 3 | 3 | 5 | 4 | 13 | -3 | -1
CCOC(=O)N(NC(=O)C(O)(C(C)C)C(C)C)c1ccccc1 | -2 | 4 | 4 | 0 | 1 | -4 | 6 | 2 | -1
Cc1ncc([N+](=O)[O-])n1CCN1C(=O)c2ccccc2C1=O | 16 | -2 | 0 | 1 | 2 | -2 | 2 | -4 | -2
COc1ccccc1NC(=O)C1CCN(C(=O)C2CC(=O)N(c3ccc(C)cc3)C2)CC1 (stereo unspecified) | 1 | 1 | 4 | 0 | -1 | 9 | 9 | -2 | 2
Cc1nnc(SCC(=O)N2CCOCC2)n1C | 7 | 8 | 0 | 2 | 2 | -2 | 9 | -1 | 2
CC1=C(C(N)=O)C(c2ccccc2F)n2nc(CCCO)nc2N1 (stereo unspecified) | -3 | -2 | -1 | -4 | -1 | -4 | 6 | 0 | -3
COc1ccccc1CNC(=O)c1cc2c(=O)[nH]c3ccccc3c2n1C | 1 | 6 | / | 1 | -5 | 14 | / | 9 | 8
O=C(c1ccc(CNS(=O)(=O)c2ccc(Br)cc2)cc1)N1CCCC1 | 1 | 6 | 3 | 7 | 4 | 4 | -1 | 6 | 2
CCCC(C(=O)NCC1CCCO1)N(Cc1ccccc1)C(=O)CNS(=O)(=O)c1ccccc1 (stereo unspecified) | 2 | 4 | 2 | 10 | 2 | 1 | 0 | -2 | 1
O=C(Oc1cccc(C(=S)N2CCOCC2)c1)c1cc([N+](=O)[O-])cc([N+](=O)[O-])c1 | 4 | 8 | -3 | -1 | 1 | 0 | -7 | 8 | -4
COc1cccc(-c2cc(C(=O)NC3CCCC3)no2)c1 | 5 | -1 | -2 | 3 | 0 | 0 | 8 | -6 | -2
N#Cc1c(NC(=O)CN2CCN(C(=O)c3ccco3)CC2)sc2c1CCCCC2 | 16 | 2 | 0 | 14 | 0 | 18 | -8 | 2 | 51*
CCc1ccccc1NC(=O)c1cccs1 | 12 | 0 | -4 | 1 | 0 | 2 | 0 | 9 | 2
NS(=O)(=O)c1cccc(NC(=O)CCN2C(=O)C3CCCCC3C2=O)c1 (stereo unspecified) | 1 | / | 4 | 2 | 2 | -5 | -1 | 5 | -1
Cc1ccc(-n2c(-c3ccc(Cl)cc3)n[nH]c2=S)c(C)c1 | -4 | -1 | 29* | 1 | -3 | 5 | 4 | 11 | 1
